Lipid storage S3 – qHTS Assay for Lipid Storage Modulators in Drosophila S3 Cells | Drosophila S3 cells, BODIPY lipid droplet fluorescence, 18-24 h; cells fed with added oleic acid | Potency in µM for hits, for the others lipid storage change, negative = inhibition, % at the top dose, mostly 46.1 µM | 320,000 compounds, 0.64% hits; active = well fitted inhibition curve with a large enough effect in the signal ratio, with a control signal flat, not every such curve was filed as active; inconclusive = small, poorly fitted or top-dose-only effect, or effect the other way, or a change in a side signal; the % refers to the signal ratio
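Laser-scanning cytometry quantifies lipid droplet accumulation (500–530 nm total intensity; droplet/cell object ratio) in oleic acid-fed (400 uM added) Drosophila S3 cells treated with a concentration series. 20 uM Triacsin C defined 100% inhibition.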
Lipid storage S3 cell count max – second read-out of Lipid storage S3, no call of its own (marks repeat the call); cell number change, %; measured here: cell count max response;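 cells counted by Cell Tracker Red CMTPX staining in the red channel; peak over a dose series mostly up to 46.1 µM; percent activity relative to internal control wells on each plate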
An asterisk follows results filed as active; i = inactive; u = inconclusive; x = not tested or not shown. % is scaled to controls: 0 for no effect and ±100 for the full control effect; potency is read from the fitted curve at half-maximal effect. These rows are one share of the data; the hit share may differ from the screen's.

SMILES	Lipid storage S3	Lipid storage S3 cell count max
COc1ccc(N(CC(=O)Nc2ccc(C)c(C)c2)S(=O)(=O)c2c(C)n[nH]c2C)cc1	28%	4
Cc1oc2cc3oc(=O)c(CC(=O)NCCC(=O)O)c(C)c3cc2c1C	u	x
O=C(Oc1ccc2c(=O)c(Oc3ccc4ccccc4c3)coc2c1)c1cncc(Br)c1	u	x
Cc1ccnc(NC(=S)NC(=O)/C=C/c2ccco2)c1	u	x
C=CCn1c(SCc2ccc(Cl)cc2)nc2c1c(=O)[nH]c(=O)n2C	u	x
Cc1nc2c(-c3ccc(F)cc3)cnn2c2c1CCC2	u	x
CCCn1cc(CN2CCc3ccc(NC(=O)C4CCCO4)cc3C2)c(C)n1 (configuration not stated)	21%	19
COc1ccc(C2(c3ccc(OC)cc3)NC(=O)N(CC(=O)N(C)C)C2=O)cc1	u	x
O=S(=O)(c1ccc(N2CCN(S(=O)(=O)c3ccc4c(c3)OCCO4)CC2)nc1)N1CCCC1	19%	1
CCCCC[C@H](O)/C=C/C1=C(CCCCCCC(=O)O)C(=O)CC1	4%	1
Cc1ccc(-c2ccc(SCC(=O)N3CCN(c4ccccc4)CC3)nn2)cc1	-4%	5
Cc1cccc(C)c1NC(=O)C(=O)NCC1CCCN1S(=O)(=O)c1cccs1 (configuration not stated)	u	x
Cc1ccc2nc(N3CC(C)OC(C)C3)nc(-c3ccccc3)c2c1 (configuration not stated)	u	x
O=C(Nc1nc2cc3c(cc2s1)OCCO3)c1ccc([N+](=O)[O-])o1	u	x
Cc1ccc(OCC(=O)N2CCc3ccccc3C2)c(Br)c1	u	x
C/C(=N\NC(=O)C1CCCC1)c1ccc(Cl)cc1Cl	15%	-4
O=C(Nc1nc2ccccc2n1CCN1CCOCC1)c1cn(-c2ccccc2)nc1-c1ccccc1	u	x
Cc1ccc(S(=O)(=O)N(Cc2n[nH]c(=S)n2-c2ccccc2)c2cccc(Cl)c2)cc1	23%	-4
O=C(c1ccco1)N1CCN(C(=S)NC2CC3CCC2C3)CC1 (configuration not stated)	u	x
Nc1nc(C2C(=O)CCCC2=O)cs1	u	x
COc1cc(NC(=O)CN2C(=O)COc3ccc(S(=O)(=O)N4CCCC4)cc32)cc(OC)c1	i	-4
CCOc1ccccc1C(=O)Nc1cc(C(=O)NCCc2ccccc2)ccc1Cl	i	x
CCOC(=O)c1cnn(Cc2ccccc2Cl)c1N	u	x
CC(C)(C)NC(=O)CN(Cc1ccccc1)S(=O)(=O)c1ccccc1	13%	20

Some of these compounds in order of formula weight, rising.
SMILES	Lipid storage S3	Lipid storage S3 cell count max
Nc1nc(C2C(=O)CCCC2=O)cs1	u	x
Cc1nc2c(-c3ccc(F)cc3)cnn2c2c1CCC2	u	x
CCOC(=O)c1cnn(Cc2ccccc2Cl)c1N	u	x
Cc1ccnc(NC(=S)NC(=O)/C=C/c2ccco2)c1	u	x
C/C(=N\NC(=O)C1CCCC1)c1ccc(Cl)cc1Cl	15%	-4
Cc1ccc2nc(N3CC(C)OC(C)C3)nc(-c3ccccc3)c2c1 (configuration not stated)	u	x
CCCCC[C@H](O)/C=C/C1=C(CCCCCCC(=O)O)C(=O)CC1	4%	1
O=C(Nc1nc2cc3c(cc2s1)OCCO3)c1ccc([N+](=O)[O-])o1	u	x
Cc1oc2cc3oc(=O)c(CC(=O)NCCC(=O)O)c(C)c3cc2c1C	u	x
CC(C)(C)NC(=O)CN(Cc1ccccc1)S(=O)(=O)c1ccccc1	13%	20
C=CCn1c(SCc2ccc(Cl)cc2)nc2c1c(=O)[nH]c(=O)n2C	u	x
CCCn1cc(CN2CCc3ccc(NC(=O)C4CCCO4)cc3C2)c(C)n1 (configuration not stated)	21%	19
COc1ccc(C2(c3ccc(OC)cc3)NC(=O)N(CC(=O)N(C)C)C2=O)cc1	u	x
Cc1ccc(-c2ccc(SCC(=O)N3CCN(c4ccccc4)CC3)nn2)cc1	-4%	5
CCOc1ccccc1C(=O)Nc1cc(C(=O)NCCc2ccccc2)ccc1Cl	i	x
Cc1ccc(S(=O)(=O)N(Cc2n[nH]c(=S)n2-c2ccccc2)c2cccc(Cl)c2)cc1	23%	-4
COc1cc(NC(=O)CN2C(=O)COc3ccc(S(=O)(=O)N4CCCC4)cc32)cc(OC)c1	i	-4
O=C(Oc1ccc2c(=O)c(Oc3ccc4ccccc4c3)coc2c1)c1cncc(Br)c1	u	x
O=C(Nc1nc2ccccc2n1CCN1CCOCC1)c1cn(-c2ccccc2)nc1-c1ccccc1	u	x
O=S(=O)(c1ccc(N2CCN(S(=O)(=O)c3ccc4c(c3)OCCO4)CC2)nc1)N1CCCC1	19%	1

Next entries follow:
SMILES	Lipid storage S3	Lipid storage S3 cell count max
Clc1cccc(Cl)c1CO/N=C/c1cccs1	2%	-4
FC(F)(F)c1cc(C(F)(F)F)c2ccc(N3CCOCC3)nc2n1	1%	4
CC1CCC(C(=O)NC(C(=O)N2CCN(c3ccccn3)CC2)C(C)C)CC1 (configuration not stated)	u	x
CC1NC(=O)NC1CCCCC(=O)O (configuration not stated)	u	x
COc1ccc(C(=O)NC(CC(=O)O)c2cc([N+](=O)[O-])ccc2Cl)cc1 (configuration not stated)	-10%	x
COc1ccc(NC(=O)CC2C(=O)N(c3cccc(OC)c3)C(=O)N2Cc2ccco2)cc1 (configuration not stated)	17%	x
COCC(=O)Nc1ccc(S(=O)(=O)NCC2CCCO2)cc1 (configuration not stated)	24%	9
Cc1ccc(CNC(=O)C(C(=O)NCc2ccc(C)o2)c2ncc(C(F)(F)F)cc2Cl)o1	u	x
COc1ccc2cc(C(N)=O)/c(=N/NC(=O)c3ccco3)oc2c1	12%	-1
CNC(=O)Cn1nc(-c2ccc(C)c(S(=O)(=O)N(C)C)c2)c2ccccc2c1=O	6%	-6
COc1cc(OC)c(/C=N/NC(=O)c2ccc([N+](=O)[O-])cc2)cc1Br	u	x
CCc1cccc(NS(=O)(=O)c2ccc3c(c2)NC(=O)CO3)c1	i	-6
O=C(COC(=O)C(Cc1ccccc1)NC(=O)c1ccco1)NC1CC1 (configuration not stated)	u	x
O=C(CS(=O)(=O)Cc1ccccc1)Nc1ccc(Cl)cn1	14%	-5
O=C(CSc1nc(=O)n2cc(Cl)ccc2n1)NCCc1ccccc1	u	x
CCc1ccc(C(=O)Nc2cc(C)ccc2F)s1	u	x
CCOc1ccc(CNc2nnnn2C)cc1	u	x
Cc1oc(-c2cccc(Cl)c2)nc1CN1CCCC(C(=O)NCc2ccco2)C1 (configuration not stated)	10%	17
CCOC(=O)c1c(S(=O)(=O)NCCc2ccco2)c(C)n(C)c1C	u	x
CC(=O)c1sc(N)c(C(=O)OC(C)C)c1C	i	16
Clc1ccccc1Cc1noc(CN2CCCCC2c2ccccn2)n1 (configuration not stated)	16%	-8
Clc1ccc(-c2nnc(CSc3nnc(-c4cccs4)o3)o2)cc1	-6%	-7
COc1ccc(C(OCC(O)CN(C)C2CCCCC2)c2ccc(OC)cc2)cc1 (configuration not stated)	i	4
Cc1c(N(C)C)nc2ccccc2c1N	u	x
CC(C)c1ccc(NC2CCCN(C(=O)c3ccccc3-c3ncc[nH]3)C2)cc1 (configuration not stated)	i	-19
COc1ccc(CCC(=O)NCCS(=O)(=O)N2CCN(c3ccccc3OC)CC2)cc1	u	x
COc1cc(-c2n[nH]c(=S)n2C(C)c2ccccc2)cc(OC)c1OC (configuration not stated)	i	-10
COc1cc(S(=O)(=O)N(Cc2ccco2)C2CCCC2)ccc1-n1cnnn1	u	x
COc1ccc(-c2nc(C#N)c(NCCc3ccccc3)o2)cc1OC	i	9
Cc1sc(NC(=O)CSc2nnnn2C(C)C)c(C#N)c1C	11%	6
Cc1sc2nc(CN(C(=O)NCc3ccccc3)C3CCCC3)[nH]c(=O)c2c1C	13%	23
O=c1ccn(CCc2c[nH]c3ccccc23)c2c1CCCC2	4%	13
COc1ccc2ccc3c(c2c1)N=CC1(O3)N(C)c2ccccc2C1(C)C (configuration not stated)	u	x
Nc1nonc1-n1nnc(C(=O)N/N=C/c2ccncc2)c1CSc1ccccc1	u	x
Cc1ccccc1CCN(C(=O)Cn1nnc2ccccc21)C(C(=O)NCC1CCCO1)c1nc2ccccc2n1C (configuration not stated)	u	x
Cn1cc(Cl)c(C(=O)Nc2nc3ccccc3s2)n1	u	x

Quoted from the listing.
For Lipid storage S3 cell count max, `CC(C)c1ccc(NC2CCCN(C(=O)c3ccccc3-c3ncc[nH]3)C2)cc1` (configuration not stated) reads -19
For Lipid storage S3 cell count max, `COc1cc(-c2n[nH]c(=S)n2C(C)c2ccccc2)cc(OC)c1OC` (configuration not stated) reads -10

Additional records:
SMILES	Lipid storage S3	Lipid storage S3 cell count max
O=C(COc1ccccc1Cl)Nc1ccc2c(c1)OCCO2	u	x
O=C(CCl)Nc1cn(-c2ccccc2)nc1-c1ccccc1	-4%	-8
CCOC(=O)c1ccc2ncc(C(=O)OCC)c(NCCN3CCOCC3)c2c1	u	x
CN(C)CC(C)(C)CNCc1cc(=O)oc2ccc3ccccc3c12	u	x
O=C(Nc1ccccc1)Nc1ccccc1C(=O)NCc1ccco1	u	x
CCOC(=O)CSc1nc2sc3c(c2c(=O)[nH]1)CC(C)(CC)OC3 (configuration not stated)	u	x
CCOc1cc(/C=N/Nc2ccccc2Cl)ccc1OCC(=O)O	u	x
Cc1ccc(NC(=O)CN2CCc3cc4c(cc3C2)OCCCO4)cc1C	u	x
CC(=O)Nc1ccc(NC(=O)c2ccc(CSc3ccccc3)o2)cc1	u	x
COC(=O)c1c(SCC(=O)Nc2ccc(C)c(C)c2)nc(=O)[nH]c1C	-4%	x
COc1ccc(CCNC(=O)COC(=O)C2CCCCC2)cc1	u	x
Cc1ccc(S(=O)(=O)N2CCC(C(=O)OCCOc3cccc(C)c3)CC2)cc1	u	x
Cc1c(CNC2CCCC(C)C2C)c(C(=O)O)c(C)n1Cc1ccccc1 (configuration not stated)	0%	6
O=C(COc1cc2oc(=O)c3c(c2cc1Cl)CCC3)NCc1ccncc1	i	-13
CCCOc1ccc(/C(O)=C2/C(=O)C(=O)N(CCN(C)C)C2c2ccc(O)c(OC)c2)cc1 (configuration not stated)	-1%	-6
Cc1nnc(NCc2ccco2)c2ccccc12	6%	15
O=C(NCc1ccon1)c1ccc(OC2CCN(CCc3ccccc3)CC2)cc1	-1%	12
CC(C(=O)NC1CCCC1)N(C(=O)c1ccc(-c2ccccc2)[nH]1)c1ccccc1F (configuration not stated)	21%	1
O=[n+]1c2c(n([O-])c3cc(Br)ccc31)CCC2	0%	x
COc1cccc(-c2nnc(SCc3nc4ccccc4[nH]3)n2N)c1	1%	-1
COc1ccc2cc(CN(Cc3cccs3)Cc3nnnn3Cc3ccccc3)c(=O)[nH]c2c1	-21%	-15
COc1ccccc1C(C)NC(=O)Cc1ccsc1 (configuration not stated)	i	3
CCOCCCNC(c1ccccc1)c1ccncc1 (configuration not stated)	i	7
C/C(=N\Nc1nc(-c2ccc(C)cc2C)cs1)c1cc2ccccc2oc1=O	u	x
COC(=O)c1cn(-c2ccccc2)nc1-c1cccnc1	u	x
COc1ccc(NC(=O)Cn2nc(C(=O)O)c3ccccc3c2=O)cc1Cl	i	13
CC(=O)Nc1ccc(S(=O)(=O)NCCC(=O)NNC(=O)c2ccccc2O)cc1	u	x
CC(NC(=O)OC(C)(C)C)C(=O)NC(CCC(=O)OCc1ccccc1)C(N)=O (configuration not stated)	-2%	-3
CN1CCN(C(=O)/C(=C/c2ccc([N+](=O)[O-])cc2)NC(=O)c2ccccc2)CC1	u	x
COc1cccc(-c2noc(C3CCCN(C(=O)Cc4ccccc4)C3)n2)c1 (configuration not stated)	-6%	-18
CCN(CC)S(=O)(=O)c1cccc(-c2nnc(SC(C)C(=O)NCCC3=CCCCC3)o2)c1 (configuration not stated)	i	-17
CC(C)=C1C2CCC1C1C(=O)N(c3nc(-c4ccc(C(C)C)cc4)c(C)s3)C(=O)C21 (configuration not stated)	u	x
CCC(C)(C)C1CCc2[nH]nc(C(=O)NCc3ccc(OC)cc3)c2C1 (configuration not stated)	u	x
Cn1c(CSCc2ccc(F)cc2)nnc1SCC(=O)N1CCN(c2ccccc2)CC1	u	x
COc1ccc(C(=O)NCCN2CCOCC2)cc1S(=O)(=O)Nc1ccc(C)cc1	u	x
CN1CCN(C2CCN(S(=O)(=O)c3ccc(C(C)(C)C)cc3)CC2)CC1	i	18
CSC1=NNC(c2ccc(C(C)(C)C)cc2)=NN1	4%	21
Cc1cc(=O)[nH]c(SCc2cccc3cccnc23)n1	u	x
CCCN1CCN(CC(=O)NCC(=O)Nc2cccc(C)c2C)CC1	u	x
NC(=O)NC(=O)COC(=O)CNS(=O)(=O)c1ccc(F)c(F)c1F	10%	2
Cc1ccc(C(=O)C(C)OC(=O)c2ccc(Cl)nc2)cc1 (configuration not stated)	u	x
COc1ccc(-c2csc(NC(=O)COc3ccc(N(C)S(=O)(=O)c4ccc(C)cc4)cc3)n2)cc1	0%	9
Cc1ccccc1C1=NC(C(F)(F)F)(C(F)(F)F)c2c(n(C)c(=O)n(C)c2=O)N1	u	x
N/C(=N\N=C\c1ccc2c(c1)OCO2)c1nonc1N	u	x
N#CC1(NC(=O)COC(=O)CNC(=O)c2sc3ccccc3c2Cl)CCCCC1	-6%	4
O=C(c1ccc2nc(-c3ccco3)c(-c3ccco3)nc2c1)N1CCN(c2ncccn2)CC1	i	2
Cc1nc2ncnn2c(C)c1CCC(=O)NCCC1=CCCCC1	-28%	15
C(C#CCCCCCCCCC[n+]1ccccc1)#CCCCCCCCCC[n+]1ccccc1	13µM*	2.4*
FC(F)(F)c1cc(C(F)(F)F)c2ccc(N3CCN(c4ccc(Cl)cc4)CC3)nc2n1	-2%	17
Cc1cc(-c2ccc(C)c(S(=O)(=O)NCC3CCN(Cc4ccc(F)cc4)CC3)c2)on1	u	x
C=CCN(CC=C)C(=S)Nc1ccccc1	-17%	-1
CC(NC(=O)CNC(=O)c1cccc(Cl)c1)c1ccccc1 (configuration not stated)	13%	12
